# Compound activity from PubChem BioAssay.
# ELG1 genotox: qHTS screen for small molecules that induce genotoxicity in human embryonic kidney (HEK293T) cells expressing luciferase-tagged ELG1; HEK293T ELG1-luciferase reporter, luminescence, 16 h; Potency, µM (series often up to 46 µM), for inactives: at the top dose activity change, positive = activation, actives largely listed as activators; actives 1.3% (n = 330,000); note: potency is the fitted concentration of half-maximal effect; % of control where 0% means no effect; nearly all actives have a fitted effect of over 60% in size
#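 Genotoxic stress is detected as increased luminescence from luciferase-tagged ELG1 in HEK293T cells, measured with ONE-Glo after a 16 hr treatment at 37 °C.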
# RORgamma inh: qHTS for inhibitors of ROR gamma transcriptional activity. actives 5.4% (n = 310,000). AID 2551, 2010. Drosophila S2 Gal4-RORgamma UAS-luciferase reporter, 20 h. Potency, µM (series often up to 53.6 µM), for inactives: at the highest dose activity change, negative = inhibition, actives largely listed as inhibitors. Nuclear receptor ROR-gamma (Mus musculus), P51450; note: potency is the fitted concentration of half-maximal effect; % is set by controls: 0 for no effect and ±100 for the full control effect; nearly all actives have a fitted effect of over 60% in size
# Target sequence (P51450 whole entry, looked up, the tested form may be a part): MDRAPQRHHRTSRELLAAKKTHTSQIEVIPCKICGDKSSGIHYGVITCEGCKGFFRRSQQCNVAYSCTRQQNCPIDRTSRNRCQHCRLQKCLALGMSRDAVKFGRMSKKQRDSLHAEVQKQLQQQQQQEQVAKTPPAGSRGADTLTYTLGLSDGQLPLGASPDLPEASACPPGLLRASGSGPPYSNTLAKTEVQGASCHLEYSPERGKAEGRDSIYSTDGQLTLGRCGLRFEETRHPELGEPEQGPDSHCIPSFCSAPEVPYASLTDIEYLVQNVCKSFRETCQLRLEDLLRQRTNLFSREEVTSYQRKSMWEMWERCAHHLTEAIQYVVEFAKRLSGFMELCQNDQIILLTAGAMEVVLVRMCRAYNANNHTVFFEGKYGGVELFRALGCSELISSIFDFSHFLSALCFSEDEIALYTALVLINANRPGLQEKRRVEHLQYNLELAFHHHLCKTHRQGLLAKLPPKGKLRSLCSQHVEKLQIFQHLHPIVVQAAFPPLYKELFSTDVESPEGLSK
#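 Stably transfected Drosophila Schneider cells are the test system, with ROR gamma fused to Gal4 and luciferase under UAS control; luminescence is read after 20 hr of 700 uM copper sulfate induction at ambient temperature.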
# NPC1 promoter act: qHTS Assay for NPC1 Promoter Activators. Huh7 NPC1 promoter luciferase reporter, 24 h. Potency, µM (highest dose often 9.22 µM), for inactives: at the highest dose activation, hits mostly activators. actives 2.4% (n = 320,000). AID 485313, 2010;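 note: potency is the fitted concentration of half-maximal effect; % of control where 0% means no effect; nearly all actives have a fitted effect of over 60% in size; reporter is driven by a mutant NPC1 promoter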
#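 Luciferase expression driven by the NPC1 promoter was measured in stably transfected Huh7 cells after a 24 h compound incubation, using a luciferase reagent and a luminescence read.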
# FLuc counter: qHTS profiling assay for firefly luciferase inhibitor/activator using purifed enzyme and Km concentrations of substrates (counterscreen for miR-21 project); Luciferin 4-monooxygenase (Photinus pyralis), P08659; purified FLuc, Km substrates, luminescence inhibition; Potency, µM (titrated, usually from 57.5 µM), for inactives: at the top dose activity change, negative = inhibition, usual class: inhibitors; actives 6.9% (n = 360,000); AID 588342, 2011;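 note: potency is the fitted concentration of half-maximal effect; plate controls were vehicle for no effect and reference inhibitor for full effect; nearly all actives have a fitted effect of over 55% in size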
# Target sequence (P08659 whole entry, looked up): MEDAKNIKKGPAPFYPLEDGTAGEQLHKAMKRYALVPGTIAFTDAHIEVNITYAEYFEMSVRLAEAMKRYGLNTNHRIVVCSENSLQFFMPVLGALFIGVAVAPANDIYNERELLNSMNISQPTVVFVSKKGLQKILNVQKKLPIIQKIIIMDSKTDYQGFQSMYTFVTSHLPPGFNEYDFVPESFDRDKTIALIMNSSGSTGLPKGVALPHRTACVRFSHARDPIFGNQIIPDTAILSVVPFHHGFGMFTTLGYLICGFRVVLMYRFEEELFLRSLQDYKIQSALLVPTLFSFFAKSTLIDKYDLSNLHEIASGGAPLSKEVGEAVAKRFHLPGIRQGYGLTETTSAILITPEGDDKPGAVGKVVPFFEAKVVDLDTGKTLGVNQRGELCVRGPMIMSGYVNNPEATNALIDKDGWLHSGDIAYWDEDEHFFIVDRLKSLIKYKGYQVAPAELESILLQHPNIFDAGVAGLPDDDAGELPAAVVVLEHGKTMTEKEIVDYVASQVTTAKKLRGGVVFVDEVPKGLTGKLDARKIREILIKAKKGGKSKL
#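 Purified P. pyralis luciferase, 10 nM final, with Km-level 10 uM D-luciferin and 10 uM ATP in 50 mM Tris acetate pH 7.5, 10 mM Mg acetate, 0.01% Tween-20, 0.05% BSA; 6-point qHTS titration about 60 µM downward; luminescence read.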
# Tb PFK inh: qHTS Assay to Find Inhibitors of T. brucei phosphofructokinase | ATP-dependent 6-phosphofructokinase (Trypanosoma brucei brucei), O15648 | Potency, µM (titrated, usually from 57.5 µM), without a hit: at the highest dose activity, negative = inhibition, most hits filed as inhibitors | actives 0.17% (n = 330,000) | T. brucei PFK, ADP-Glo luminescence | AID 485367, 2010;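 note: potency is the fitted concentration of half-maximal effect; 0% = uninhibited 1x PFK enzyme wells and -100% = no-enzyme wells; nearly all actives have a fitted effect of over 60% in size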
#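 Luminescent ADP detection (ADP-Glo, two-step: ATP depletion then ADP-to-ATP conversion for luciferase) reported PFK activity after 45 min room-temperature reaction of 1.25 nM enzyme with 0.5 mM F6P and 0.1 mM ATP at pH 8.0.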
# Giardia kill: Small Molecules that selectively kill Giardia lamblia: qHTS; Giardia lamblia trophozoite viability; activity change, % at 7.66 µM, hits read low; actives 0.15% (n = 340,000); in the data active = activity change below about -80%; inconclusive = between about -30% and that limit;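 note: parasites exposed to compound for two days anaerobically before the ATP read; % is set by controls: 0 for no effect and ±100 for the full control effect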
#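 Killing of trophozoites was scored by loss of ATP luminescence after a 48 hrs anaerobic exposure to compounds at 37 deg C, using 100 cells per well.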
# Coupling enz: qHTS Assay for Inhibitors of Fructose-1,6-bisphosphate Aldolase from Giardia Lamblia: Coupling assay counterscreen; coupling enzyme system counterscreen, AmpLite Red fluorescence; activity change, negative = inhibition, % at 58.2 µM, hits read low; actives 0.67% (n = 290,000); in the data active = activity change below about -30%; note: % is set by controls: 0 for no effect and ±100 for the full control effect
#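 Fluorescence at 525 nm excitation and 598 nm emission measured inhibition of the coupled detection system without aldolase. Compounds (at 57.5 uM final) were preincubated 10 min at room temperature with coupling enzyme reagent before a 20 min substrate/AmpLite Red step.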
# uPA surface inh: qHTS for Inhibitors of Cell Surface uPA Generation; AID 540303, 2011; actives 0.31% (n = 330,000); cell surface uPA generation assay, qHTS; Potency, µM (highest dose often 38.3 µM), for the others: at the highest dose activity change, negative = inhibition, actives largely listed as inhibitors; active = well fitted inhibition curve with a large enough effect; inconclusive = small, poorly fitted or top-dose-only effect; inactive = no such curve, though single readings can be large or run the other way; tested in mouse RAW 264.7 cells; note: potency is the fitted concentration of half-maximal effect; % is set by controls: 0 for no effect and ±100 for the full control effect; nearly all actives have a fitted effect of over 55% in size
# Gal4-VP16 FLuc: VP16 counterscreen qHTS for inhibitors of ROR gamma transcriptional activity. Drosophila S2 Gal4-VP16 UAS-luciferase, luminescence, 20 h. Potency, µM (top dose mostly 53.6 µM), without a hit: at the top dose activity, negative = inhibition, most hits filed as inhibitors. actives 3.5% (n = 310,000). AID 2546, 2010;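 note: Gal4-VP16 expression switched on by copper sulfate through the metallothionein promoter; potency is the fitted concentration of half-maximal effect; % is set by controls: 0 for no effect and ±100 for the full control effect; nearly all actives have a fitted effect of over 50% in size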
# KCNH2 3.1 block: qHTS for Inhibitors of KCHN2 3.1: Mutant qHTS; actives 0.95% (n = 340,000); activity change, % (tested at about 1.8 µM); Potassium voltage-gated channel subfamily H member 2, brain isoform KCNH2 3.1 (human); U2OS KCNH2 3.1, thallium flux FluxOr; active compounds read low;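 active = maximum activity change below -70%; inconclusive = maximum activity change from -70% to -50%; inactive = maximum activity change above -50%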;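 note: thallium influx rate constant from kinetic fluorescence after stimulation buffer; % is set by controls: 0 for no effect and ±100 for the full control effect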
#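 Channel expression came from 3.1 mutant virus (1.77 x 10^8 /mL) applied to suspended U2OS cells for 4 h. Flux was tracked with FluxOr dye plus Red40 quencher, and kinetic rate constants normalized to controls.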
# Rab9 prom act: qHTS Assay for Rab9 Promoter Activators; Potency, µM (top dose mostly 9.22 µM), for inactives: at the highest dose activation, negative = inhibition, most hits filed as activators; Huh7 Rab9 promoter-luciferase reporter, luminescence, 24 h; AID 485297, 2010; actives 2.8% (n = 320,000); note: potency is the fitted concentration of half-maximal effect; % of control where 0% means no effect; nearly all actives have a fitted effect of over 60% in size
#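 Huh7 cells stably carrying Rab9 promoter–luciferase reporter, plated 1500 cells/well, compound added after 2 h and incubated 24 h at 37 °C; luciferase luminescence then read after 10 min with detection reagent.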
# The depositor's hits bear a star; ? = inconclusive; . = no result given; [ ] = another dose, or the depositor's remark. Unless noted, calls come from the whole dose curve; as a rule, active = well fitted curve in the direction sought with a large enough effect; inconclusive = small, poorly fitted or top-dose-only effect, or another doubt; inactive = no such curve, though single readings can be large; an effect the other way counts as inactive or inconclusive.
SMILES,ELG1 genotox,RORgamma inh,NPC1 promoter act,FLuc counter,Tb PFK inh,Giardia kill,Coupling enz,uPA surface inh,Gal4-VP16 FLuc,KCNH2 3.1 block,Rab9 prom act
Nc1c(C(=O)NC2CCCC2)c2nc3ccccc3nc2n1/N=C/c1ccco1,1.2%,?,-1.7%,5.5%,6.7%,-16.0,0.7,0.0%,?,-16.2,-5.0%
O=C(COC(=O)Cc1ccc(Cl)cc1Cl)Nc1ccc(OC(F)F)cc1,4.1%,-10.5%,-5.1%,?,-5.7%,-29.8,0.8,4.8%,-0.3%,6.0,-1.2%
CC(C)c1ccc(NC(=O)c2cccnc2)cc1,20.6µM*,41.0%,?,16.9µM*,3.4%,-7.9,-3.9,-19.4%,0.6%,2.9,3.98µM*
Cc1ccccc1OCC(=O)Nc1sc2c(c1C#N)CC(C)(C)NC2(C)C,-11.5%,-34.9%,-10.2%,1.9%,-7.0%,-12.7,0.9,-1.5%,?,16.1,-4.4%
COC(=O)C(C)Sc1nc2c(cnn2-c2ccc(Cl)cc2)c(=O)[nH]1 (stereo unspecified),1.6%,14.1%,1.2%,1.1%,12.9%,-3.4,1.0,0.1%,0.3%,-3.0,-7.5%
O=C(/C=C/c1ccco1)NC(=S)Nc1cccc(-c2nc3ccccc3o2)c1,-1.3%,2.24µM*,-22.8%,?,-0.1%,-13.0,5.3,?,12.6µM*,-3.7,-16.0%
COc1ccc(CCNC(=O)COc2ccc3c(C)cc(=O)oc3c2)cc1,-2.6%,.,.,.,-4.2%,7.8,.,1.9%,.,18.5,.
Cc1c(NC(=O)c2cn3ccccc3n2)cccc1-n1cnnn1,13.2%,23.4%,24.8%,?,-0.1%,5.2,-0.3,1.9%,-7.5%,-10.5,18.4%
CC1(NC(=O)c2cc(Cl)nc3ccccc23)CCS(=O)(=O)C1 (stereo unspecified),-0.4%,.,0.6%,3.9%,1.0%,-28.4,.,-10.4%,.,-12.2,1.9%
O=C(/C=C\Nc1cccc(F)c1)c1ccc2c(c1)OCO2,0.146µM*,?,0.316µM*,0.12µM*,-0.5%,-18.1,2.0,-7.6%,10µM*,11.2,?
Cc1ccc(Nc2cnn(C34CC5CC(CC(CC(=O)O)(C5)C3)C4)c(=O)c2Cl)c(Cl)c1,-10.8%,-21.1%,-5.5%,-14.1%,1.3%,-11.7,1.8,0.5%,-9.0%,-0.6,-4.8%
Cc1ccc(NC(=O)CCc2c[nH]c3ccccc23)nc1,-4.9%,15.1%,-23.0%,-17.3%,0.3%,-3.5,.,-11.6%,8.8%,-20.9,-10.2%
Cc1ccc(NC(=O)CSc2nc3c(c(=O)[nH]2)CN(Cc2ccc(F)cc2)CC3)cc1C,0.7%,3.8%,-0.4%,0.0%,0.0%,9.5,2.6,-0.7%,-9.0%,1.8,0.4%
Clc1cccc(-c2cc3nc4c(c(N5CCNCC5)n3n2)CCCC4)c1,1.4%,-9.1%,-9.0%,?,6.7%,.,-0.4,.,-1.4%,.,1.5%
Cc1cc(C)cc(NC(=O)Nc2cnccn2)c1,-5.4%,?,-0.3%,-7.5%,-0.5%,0.1,.,5.3%,-7.7%,-1.6,-3.4%
c1ccc2c(c1)ncn2-c1ncnc2sc3c(c12)CCCC3,-3.3%,?,1.2%,0.2%,0.3%,-7.3,.,2.3%,-1.6%,-4.2,0.0%
CCOC(=O)C1CCN(C(=O)Nc2ccc(OC(F)(F)F)cc2)CC1,0.5%,36.0%,23.8%,-2.1%,2.3%,-11.5,-0.1,5.7%,8.6%,8.4,24.2%
Cc1ccc(C(=O)c2ccccc2C(=O)OCC(=O)Nc2cccc([N+](=O)[O-])c2)cc1,-1.7%,?,4.5%,0.8%,7.4%,17.0,-9.3,-14.0%,?,-14.1,-6.4%
CCC1(c2ccc(F)cc2)NC(=O)N(CC(=O)N2CCN(C(=O)c3ccco3)CC2)C1=O (stereo unspecified),1.2%,.,.,.,-10.3%,8.3,.,-1.9%,.,0.0,.
O=C(C1CCCC1)N1CCC(CO)(Cc2ccccc2Cl)CC1,-1.1%,23.9%,0.1%,0.5%,-6.2%,-10.9,5.3,0.0%,0.7%,24.6,-4.0%
Cc1cccc2nc(CSCc3ccco3)cn12,?,?,1.12µM*,7.57µM*,-24.7%,-0.5,1.7,-2.1%,-24.4%,0.6,2.24µM*
Cc1ccc2nc(NC(=O)COC(=O)c3ccc(Br)o3)sc2c1,0.7%,-16.2%,?,26.9µM*,0.6%,-25.6,0.3,-3.4%,0.7%,-14.5,?
O=C(CSc1nc2c(c(C(F)(F)F)n1)CCc1ccccc1-2)NCc1ccccc1,5.6%,-2.1%,-0.1%,0.2%,14.9%,4.1,-15.0,1.4%,-0.2%,-2.7,-4.6%
COc1cccc(-c2nnc(-c3ccc(C(F)(F)F)cc3)o2)c1OC,?,?,26.3%,7.57µM*,5.0%,-18.2,-1.6,-5.8%,19.0%,-17.2,?
Cc1cccc2cccnc12,1.2%,-6.4%,-0.1%,-1.8%,-3.7%,-26.4,.,-7.8%,-0.1%,-2.4,-9.5%

# Next records.
SMILES,ELG1 genotox,RORgamma inh,NPC1 promoter act,FLuc counter,Tb PFK inh,Giardia kill,Coupling enz,uPA surface inh,Gal4-VP16 FLuc,KCNH2 3.1 block,Rab9 prom act
COc1ccc(N=Cc2c(O)ccc3ccccc23)cc1,-9.6%,?,-1.9%,13.5µM*,3.5%,9.3,-22.5,-5.4%,-23.9%,-2.3,-3.2%
Cc1nn(C)cc1CN(C)C(=O)c1sc2cccc(Cl)c2c1Cl,1.7%,1.4%,-2.8%,-1.3%,-1.9%,3.8,-2.3,-5.4%,4.6%,2.1,-1.3%
Cc1nc(C#N)c(N/N=C/c2c(F)cccc2Cl)o1,4.6%,-2.3%,9.7%,23.9µM*,-4.1%,16.7,-11.5,-2.0%,7.4%,1.2,19.1%
CCOC(=O)c1ccc(NC(=O)N2CCN(C(=O)C3CCCO3)CC2)cc1 (stereo unspecified),-0.3%,-0.5%,-0.5%,0.4%,-3.2%,-12.7,3.1,-1.6%,-9.0%,0.5,-0.8%
CC(C)(C)C1C/C(=C/c2ccco2)C(=O)/C(=C/c2ccco2)C1 (stereo unspecified),-2.8%,?,1.5%,8.5%,-3.9%,-15.1,-0.2,-0.6%,?,3.4,-4.6%
Cc1ccc(OCC(=O)Nc2cc(NC(=O)COc3ccc(C)c(C)c3)cc(C(=O)O)c2)cc1C,10.2%,-42.4%,-6.9%,?,0.3%,0.9,9.8,6.1%,-29.6%,-8.8,0.6%
COc1ccc(NC(=O)N2CCc3cc(OC)c(OC)cc3C2)cc1,-2.4%,?,-2.1%,-7.5%,-0.9%,-0.4,-0.7,-4.7%,-16.7%,-6.0,8.9%
CN(C)CCCNc1oc(-c2cccc(Cl)c2)nc1C#N,11.1%,-4.5%,-3.3%,-5.2%,2.6%,4.3,2.7,-1.0%,14.4%,-3.4,-3.2%
Cc1ccc(NC(=O)NC(=O)COc2ccccc2C(N)=O)c(C)c1,10.9%,.,0.6%,-1.1%,-7.3%,-14.3,.,16.0%,.,-2.5,-4.8%
Cc1nc2nc(-c3ccccc3)[nH]n2c(=O)c1Cc1ccccc1,8.9%,?,25.2%,19µM*,-2.8%,9.7,5.8,-3.5%,2.4%,0.4,21.2%
CN(c1cccc(NS(=O)(=O)c2cccc([N+](=O)[O-])c2)c1)S(C)(=O)=O,-6.2%,10.1%,-3.3%,-1.3%,-1.3%,-24.2,-0.5,-2.6%,-9.8%[10 µM],-10.3,-0.4%
C=CCNc1nc2c(c(=O)n(C)c(=O)n2C)n1Cc1ccc(F)cc1,20.6µM*,?,-10.9%,0.3%,-7.4%,-2.0,2.5,?,7.08µM*,-1.9,-28.0%
COc1ccc(/C=C2\SC(=S)N(CCC(=O)Nc3ccc(O)cc3)C2=O)cc1,?,-29.8%,?,?,-6.0%,1.9,0.9,-1.8%,21.1%,1.6,-7.5%
O=S(=O)(N1CCOCC1)n1nnc2ccccc21,-1.1%,1.0%,-0.2%,-0.2%,-5.4%,-19.4,1.1,14.5%,0.9%,-3.5,-4.3%
Cc1ccc(S(=O)(=O)N(C)C)cc1N,3.1%,-43.1%,-9.3%,-1.2%,-1.4%,-21.7,1.3,-0.9%,-2.0%,-2.4,0.1%
CC(=O)Oc1ccccc1/C=C/c1nc2ccccc2c(=O)o1,1.3%,8.91µM*,?,15.1µM*,5.2%,?,-4.2,?,10µM*,-9.3,?
